Hsp70 displacement – Hsp70 inhibitors, probe displacement, primary screen, biochemical, fluorescence polarization (AID 583). 0.06% of 140,000 active. Hsp70 fluorescence polarization probe displacement, mP; higher % means a stronger effect. one-dose displacement, % at 20 µM; IC50 in µM for titrated hits. Heat shock 70 kDa protein 1A (Homo sapiens); in the data active = displacement above about 50%;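 also: plate controls were vehicle for no effect and reference ligand for full effect; a part of the inactive calls stands beside numbers as strong as those of hits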
Rat MKP-3 inhibitors – MKP-3 phosphatase inhibitors, primary screen, biochemical, rat enzyme, in vitro (AID 425); Dual specificity protein phosphatase 6 (Rattus norvegicus); recombinant MKP-3 phosphatase activity, fluorescence; higher % means a stronger effect; inhibition, % at 20 µM, or IC50 in µM where a hit was titrated; 0.17% of 110,000 active; in the data active = inhibition above about 50%;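 also: plate controls were vehicle for no effect and reference inhibitor for full effect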
Active calls of the source: *; nt = no result given; & = joins results of further samples.

SMILES	Hsp70 displacement	Rat MKP-3 inhibitors
Cc1nc(N2CCN(S(=O)(=O)c3cccc4nonc34)CC2)c2c3c(sc2n1)CCCC3	2.2%	-6%
O=[N+]([O-])c1cc(C(F)(F)F)ccc1N1CCN(S(=O)(=O)c2ccccc2)CC1	-0.7%	6%
COc1nc(-c2ccccc2)ccc1-c1noc(-c2ccc(F)cc2)n1	0.2%	5%
COC(=O)C1=C(N)OC2=C(C(=O)CCC2)C1c1cccs1 (stereo not given)	-0.6%	-3%
O=C1/C(=C/c2ccc(O)c(Br)c2)Sc2ccccc21	-80%	0%
O=C(CSc1nnc(-c2cccnc2)n1-c1ccccc1)Nc1ccccc1	-2.6%	nt
Cc1ccc2oc(-c3ccc(NC(=O)c4ccc(C(C)(C)C)cc4)cc3O)nc2c1	-2.5%	3%
O=C(O)CCCN1C(=O)/C(=C/c2ccccc2)SC1=S	-3.4%	-1%
O=C1CC(c2cc([N+](=O)[O-])c(Cl)cc2Cl)=NO1	11%	-5%
Cc1ccc([N+](=O)[O-])cc1NC(=O)C1CC1	2.8%	3%
CC(=O)c1ccc(N2CCN(C(=O)c3cc4c(=O)n(C)c5ccccc5c4n3C)CC2)cc1	1.5%	-2%
O=C(CCC(=O)Nc1cccc([N+](=O)[O-])c1)NCCO	1.8%	-6%
Cn1cnc([N+](=O)[O-])c1Sc1ncnc2c(C#N)c3n(c12)CCCCC3	-5.4%	2%
Cc1cccc(OCC(=O)Nc2ccccc2-c2ccccc2)c1	3.2%	5%
COc1ccc(/C(O)=C2/C(=O)C(=O)N(CC3CCCO3)C2c2cccc(OC)c2)cc1 (stereo not given)	6.2%	1%
CCc1nnc(NC(=O)c2ccc(S(=O)(=O)N3CCN(Cc4ccccc4)CC3)cc2)s1	2.0%	-8%
CCOC(=O)c1sc2nc(N3CCCC3)c3c(c2c1N)CC(C)(C)OC3	0.6%	-8%
CCOC(=O)N1CCN(C(=O)c2ccc(S(=O)(=O)c3ccc(C)cc3)c(NC(C)=O)c2)CC1	0.6%	-7%
Cc1cc(Nc2ccccc2)nc(-c2ccccc2O)n1	0.2%	-7%
Cc1ccc(C(=O)N2CCN(C(=O)c3ccc(C)c(C)c3)C(C)C2)cc1C (stereo not given)	-0.3%	0%
Cc1noc(C)c1CSc1nc2[nH]ncc2c(=O)n1-c1ccccc1	1.1%	nt
Cc1ccc(S(=O)(=O)NC(CC(=O)NCC2CCCO2)c2ccco2)cc1 (stereo not given)	2.3%	5%
COc1ccc(/C(O)=C2\C(=O)C(=O)N(CCN3CCOCC3)C2c2ccccc2OC)cc1 (stereo not given)	0.8%	-7%
COc1cc(CC(=O)Nc2sccc2C(N)=O)cc(OC)c1OC	-28%	-13%
O=C(CCC(=O)N(CC(=O)NC1CCCCC1)c1ccc2c(c1)OCO2)Nc1ccccn1	4.1%	-2%
NC(=O)c1cc(-c2ccccc2)sc1N	-3.9%	4%
COc1ccc(C(=O)Nc2ccc(Cl)c(-c3nc4ccccc4[nH]3)c2)cc1	-5.6%	3%
CCOC(=O)c1c(NC(=O)Cc2cccs2)sc2c1CCCC2	-2.1%	1%
Cc1cc(N2CCOCC2)nc(NCc2ccccc2)n1	-2.1%	-1%
CC(C)c1ccc2oc(=O)cc(CN3CCN(c4ccccc4)CC3)c2c1	7.6%	-7%
CCS(=O)(=O)c1ccc(NC(=O)c2ccccc2Cl)c(O)c1	8.4%	-3%
O=C(c1cc2cc(Cl)cc(Cl)c2oc1=O)N1CCOCC1	2.7%	5%
CCCn1c(=O)c2ccccc2n2c(SCc3cc(=O)n4ccsc4n3)nnc12	4.6%	-7%
Cc1ccccc1NC(=O)C1CCCN1C(=O)NC1CCCCC1 (stereo not given)	-1.5%	-13%
O=C(Nc1ccc(C(=O)N2CCCC2)cc1)c1ccccc1F	-2.0%	-12%
CC(=O)c1cccc(NC(=O)c2ccco2)c1	16%	-13%
COc1ccc(N(CC(=O)NCCSc2ccccn2)S(C)(=O)=O)cc1Cl	3.0%	-7%
O=C(NCC(=O)N(Cc1ccccc1)C(C(=O)NC1CCCCC1)c1ccco1)c1ccco1 (stereo not given)	2.8%	nt
COc1ccc(OCc2cccc(C(=O)N3CCCC3)c2)cc1	2.0%	-22%
CCOC(=O)CSC1=C(C#N)C(c2ccc(OC)cc2)C2=C(CC(C)(C)CC2=O)N1 (stereo not given)	-3.7%	-29%
COc1ccc(OC)c(NC(=O)C2CCN(S(=O)(=O)c3cccs3)CC2)c1	nt	7%
Cc1ccccc1-n1nnnc1SCC(N)=O	5.2%	-9%
O=C1c2ccsc2SCCN1Cc1c(Cl)cccc1Cl	-1.6%	nt
O=C(COc1ccc2ccccc2c1)Nc1ccc(S(=O)(=O)N2CCCC2)cc1	-1.1%	2%
CCOC(=O)N1CCN(C(=O)CN(c2cccc(C)c2)S(=O)(=O)c2ccccc2)CC1	-2.8%	-3%
Cc1ccc(S(=O)(=O)N2CCCCC2C(=O)NCc2ccco2)cc1 (stereo not given)	5.9%	-11%
CN(C)c1cccc2c(S(=O)(=O)Nc3ccccn3)cccc12	2.1%	7%
COC(=O)c1cc(NC(=O)CCCOc2ccc(Cl)cc2C)cc(C(=O)OC)c1	-6.6%	5%
O=C(O)C1Cc2c([nH]c3ccccc23)C(c2ccc3c(c2)OCO3)N1 (stereo not given)	3.4%	-8%
COc1ccccc1-c1nnc(SCC(=O)OC(C)C)o1	6.1%	-3%
CC(=O)CC1OC(=O)C(Br)=C1NCc1ccccc1 (stereo not given)	-7.5%	11%
CCOC(=O)c1[nH]c(C)c(C(=O)OCC(=O)N(CC)C2CCS(=O)(=O)C2)c1C (stereo not given)	0.8%	nt
CCN(CCCNC(=O)C1CCCN(S(=O)(=O)CC)C1)c1cccc(C)c1 (stereo not given)	-1.6%	-8%
CC(C)OC(=O)c1cccc(NC(=O)c2ccccc2)c1	0.9%	nt
Cc1cccc(C)c1N(CC(O)Cn1c2ccccc2c2ccccc21)S(C)(=O)=O (stereo not given)	-4.5%	nt
Cc1cccc(C(=O)Nc2nc(-c3ccc(Br)cc3)cs2)c1	6.4%	1%
COc1ccc(S(=O)(=O)N2CCC(C(=O)Nc3ccccc3C)CC2)c2cccnc12	nt	1%
O=S(=O)(NC1CC1)c1cccc(S(=O)(=O)N2CCCC2)c1	0.7%	-4%
CC(=O)Nc1cccc(NC(=O)CSc2nnc(Cc3cccn3C)n2CCc2ccccc2)c1	7.4%	-1%
COc1ccc(/C=C/C(=O)Nc2ccc(C(C)=O)cc2)cc1	-2.0%	1%
Later entries.
SMILES	Hsp70 displacement	Rat MKP-3 inhibitors
COc1ccc(-n2c(C)c(C(C)=O)c(C(C)=O)c2C)cc1OC	6.5%	-2%
COc1cccc(CNCC(=O)N2C(C)CCCC2C)c1 (stereo not given)	-3.6%	-5%
O=c1[nH]c2ccccc2nc1C(Cl)c1ccccc1 (stereo not given)	4.8%	nt
C=CCN1C(=O)/C(=C\c2cc3c(cc2Br)OCO3)SC1=S	-4.4%	0%
CC(=NCc1ccco1)c1c(O)n(C2CCCCC2)c(=O)[nH]c1=O	2.6%	-2%
O=C(NCc1ccc2c(c1)OCO2)c1ccc2c(=O)n(C3CCCC3)c(=O)[nH]c2c1	-5.3%	-5%
CC(=O)O/N=C1\CCCc2c1[nH]c1ccccc21	1.3%	0%
COc1cccc(C2=CC(c3ccc(C)cc3)n3ncnc3N2)c1 (stereo not given)	11%	-8%
COc1ccc(CNC(=O)CN(Cc2ccccc2)C(=O)c2csnn2)cc1	1.4%	nt
COCCNC(=O)CN1CCN(C(c2ccccc2)c2ccccc2)CC1	-2.1%	-1%
Cc1ccc(S(=O)(=O)Nc2cc(C)c(O)c(S(=O)(=O)c3ccc(C)cc3)c2)cc1	3.0%&-1.3%	4%
CC(=O)c1ccc(Nc2ncnc(Nc3ccc(C(C)=O)cc3)c2[N+](=O)[O-])cc1	-2.5%	10%
Cc1ccc(CNc2nc3c([nH]2)c(=O)n(C)c(=O)n3C)cc1	0.6%	-6%
O=C(CSc1nc(-c2ccccc2)nc2c1CCCC2)N1CCOCC1	0.6%	-6%
COc1ccc(C)cc1-n1nnnc1SCC(=O)NC(=O)NCc1ccco1	4.4%	1%
C=CCN1C(=O)/C(=C\c2ccc(-c3ccccc3Cl)o2)SC1=S	-5.8%	0%
Cc1ccc(C)c(NC(=O)C2CC(O)CN2C(=O)OCc2ccccc2)c1 (stereo not given)	-5.5%&2.1%	-9%&1%
Cc1cccc(OCC(=O)N2CCN(c3ccc([N+](=O)[O-])cc3)CC2)c1	-2.5%	1%
COc1cccc(OC)c1OCCNCCO	15%	1%
O=C(CCCCCNc1nc(=S)[nH]c2ccccc12)N1CCN(c2ccccn2)CC1	2.7%	7%
Cn1c(=O)c2c(nc(Sc3ncccn3)n2Cc2ccccc2Cl)n(C)c1=O	3.1%	nt
O=C(Cc1cccs1)Nc1ccc2c(c1)C(=O)OC2	3.7%	4%
Cc1ccc(C(C)C)c(OCC(=O)Nc2cccc(-c3nc4ncccc4o3)c2C)c1	3.1%	1%
COc1cc(O)cc(Br)c1/C=N/Nc1nc2ccccc2s1	2.1%	0%
COc1cccc(C(CC(=O)NCC2CCCO2)NS(=O)(=O)c2ccc(C)cc2)c1OC (stereo not given)	-2.2%	2%
CC1CCCC(C)N1CCNC(=O)Cn1nc(-c2ccccc2)ccc1=O (stereo not given)	7.8%	5%
COc1cccc(C2/C(=C(\O)c3ccccc3)C(=O)C(=O)N2CCCCCC(=O)O)c1 (stereo not given)	-4.0%	-1%
Cc1c(C(=O)NCc2ccco2)sc2nc(-c3ccccc3)cn12	-5.8%	-7%
CCc1ccc(OCC(=O)N(C)C2CCS(=O)(=O)C2)cc1 (stereo not given)	-4.7%	2%
CCCCP(=O)(CCCC)CP(=O)(CCCC)CCCC	-3.4%	-1%
CCN(CC)c1ccc(C=Nc2cccc(C(N)=O)c2)c(O)c1	2.6%	-1%
COc1ccc(NS(=O)(=O)c2ccc3c(c2)oc(=O)n3C)c(OC)c1	-0.9%	-6%
COC(=O)C1=C(C)NC2=C(C(=O)CCC2)C1c1coc2ccccc2c1=O (stereo not given)	0.6%	3%
O=C(Nc1ccc(Cl)cc1)Nc1nnc(COc2ccccc2F)s1	-0.2%	-2%
C=C1c2cc(OC)ccc2NC(=O)N1c1ccccc1	0.6%	1%
O=C(CNC1CCCCC1)N1CCc2ccccc2C1	2.1%	nt
COc1ccc(C(=O)N2CC(C)OC(C)C2)cc1[N+](=O)[O-] (stereo not given)	-1.0%	3%
O=C(O)C1SCCN1S(=O)(=O)c1ccc2ccccc2c1 (stereo not given)	1.9%	nt
CCCOc1ccc(N2CC(C(=O)Nc3ccccc3C(=O)NCc3ccco3)CC2=O)cc1 (stereo not given)	4.8%	-8%
Cn1c(O)c(C=NCC2CCCO2)c(=O)n(C)c1=O (stereo not given)	-0.7%	0%
CC(C)(C)c1ccc2c(c1)C(=O)NC2=O	-0.3%	2%
COc1cc(/C(C)=N/NC(=O)C(O)(c2ccccc2)c2ccccc2)ccc1O	1.9%	4%
Cc1ccc(/C(N)=N/OC(=O)COc2cccc(C)c2)cc1	0.5%	4%
COc1ccc(Cn2nnnc2C(c2ccccc2Cl)N2CCN(C)CC2)cc1 (stereo not given)	6.7%	-2%
CCN1C(=O)/C(=C\c2cc(Br)ccc2OCCOc2cccc(OC)c2)SC1=S	-3.6%	3%
CN1CCN(c2nc3ccccn3c(=O)c2/C=C2\SC(=S)N(C)C2=O)CC1	-4.9%	1%
O=C(Cc1ccc(-c2ccccc2)cc1)NNC(=O)c1ccc(Cl)cc1	-1.4%	3%
CS(=O)(=O)NCCCc1ccccc1	0.0%	-6%
CCN(Cc1cc2ccc(C)cc2[nH]c1=O)C(=O)c1ccncc1	0.3%	-3%
CCN1C(=O)/C(=C2\SC(=S)N(CC3CCCO3)C2=O)c2ccccc21 (stereo not given)	3.8%&3.4%	-3%&1%
c1ccc2c(c1)Sc1ccccc1-n1cnnc1-2	0.9%	nt
O=C(CSc1nnc(-c2ccccc2)o1)c1ccc2c(c1)OCCO2	5.0%	-12%
O=C(c1ccco1)N1c2ccccc2Sc2ccccc21	-2.9%	2%
CCOc1cccc(C(=O)Nc2sc(C)cc2C(=O)OC)c1	-4.7%	4%

Only part of the results is shown; the hit share may differ from the screen's.
